Screening results deposited in PubChem BioAssay by National Center for Advancing Translational Sciences (NCATS).
Pf growth 96h = Primary qHTS for delayed death inhibitors of the malarial parasite plastid, 96 hour incubation | hit rate 6.9% among 320,000 | P. falciparum luciferase reporter growth, 96 h | AID 504834, 2011 | Potency, µM (doses to about 28.7 µM), inactives show at the top dose activity change, negative = inhibition, actives largely listed as inhibitors; note: potency is the fitted concentration of half-maximal effect; % is set by controls: 0 for no effect and ±100 for the full control effect
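P. falciparum expressing integrated firefly luciferase, in erythrocytes at 2% hematocrit, 0.05% parasitemia, incubated with compounds 96 h at 37 C, 5% CO2. Growth inhibition read as loss of luminescence; two-generation exposure targets delayed-death apicoplast inhibitors.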
Shiga toxin inh = A qHTS for Small Molecule Inhibitors of Shiga Toxin; hit rate 9.2% among 290,000; AID 2315, 2010; Vero cells, Shiga toxin protein synthesis inhibition reporter; inhibition, % at 38.7 µM; in the data active = inhibition mostly above about 28%, no sharp cut-off; inactive = mostly below about 43%; note: 0% is about no effect
CHX counter = Cycloheximide Counterscreen for Small Molecule Inhibitors of Shiga Toxin; cell reporter, cycloheximide protein synthesis inhibition counterscreen; max response, %; hit rate 12% among 300,000; AID 2314, 2010; in the data active = max response mostly above about 13%, no sharp cut-off; inactive = mostly below about 14%; note: read at 38.3 µM for the half of the compounds with a filed dose; 0% is about no effect
AMA1-RON2 inh = qHTS for Inhibitors of AMA1-RON; Towards Development of Antimalarial Drug Lead: Primary Screen. Plasmodium falciparum AMA1 (3D7) - RON2 peptide interaction. AlphaScreen AMA1-biotinylated RON2 peptide binding. Potency, µM (doses to about 58.2 µM), for inactives: top-dose activity change, negative = inhibition, usual class: inhibitors. hit rate 0.2% among 360,000;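 note: potency is the fitted concentration of half-maximal effect; 0% = vehicle wells and -100% = peptide control; nearly all actives have a fitted effect of over 45% in size; some results filed as inactive show a strong effect at the top dose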
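AMA1 (3D7) with his tag at 25 nM final met compounds first, then biotinylated RON2 peptide at 25 nM; detection used donor plus acceptor beads, 10 µg/mL apiece, read by AlphaScreen after 30 min at room temperature.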
Pf growth 48h = Primary qHTS for delayed death inhibitors of the malarial parasite plastid, 48 hour incubation. P. falciparum luciferase growth in erythrocytes, 48 h. Potency, µM (highest dose often 28.7 µM), without a hit: at the top dose activity change, negative = inhibition, hits mostly inhibitors. hit rate 5.9% among 310,000. AID 504832, 2011; note: potency is the fitted concentration of half-maximal effect; % is set by controls: 0 for no effect and ±100 for the full control effect
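Growth was read as firefly luciferase luminescence after a 48 h, 37 C, 5% CO2 exposure of compounds to reporter-bearing P. falciparum cultures (0.1% parasitemia, 2% hematocrit final) in Albumax-supplemented RPMI 1640.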
LmPK inh = qHTS Assay for Inhibitors of Leishmania Mexicana Pyruvate Kinase (LmPK); Q27686; purified LmPK, Kinase-Glo ATP luminescence, 1 h; Potency, µM (top dose mostly 57.5 µM), for the others: top-dose activity change, negative = inhibition, usual class: inhibitors; hit rate 0.37% among 290,000; AID 1721, 2009; note: potency is the fitted concentration of half-maximal effect; % is set by controls: 0 for no effect and ±100 for the full control effect
Target sequence (Q27686 whole entry, looked up): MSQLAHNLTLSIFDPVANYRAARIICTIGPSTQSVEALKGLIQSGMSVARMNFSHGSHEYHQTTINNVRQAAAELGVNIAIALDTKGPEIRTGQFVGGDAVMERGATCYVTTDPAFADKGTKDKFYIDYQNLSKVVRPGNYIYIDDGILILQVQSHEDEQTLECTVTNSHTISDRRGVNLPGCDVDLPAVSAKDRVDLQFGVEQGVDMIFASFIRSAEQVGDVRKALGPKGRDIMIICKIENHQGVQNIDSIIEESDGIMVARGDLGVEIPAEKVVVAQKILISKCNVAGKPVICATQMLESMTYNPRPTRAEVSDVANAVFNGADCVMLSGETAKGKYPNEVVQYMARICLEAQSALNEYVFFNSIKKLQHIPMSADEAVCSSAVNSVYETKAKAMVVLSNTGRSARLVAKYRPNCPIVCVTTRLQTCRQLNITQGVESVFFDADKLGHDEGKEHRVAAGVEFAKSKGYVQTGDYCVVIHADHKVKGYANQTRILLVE
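0.1 nM LmPK, 0.5 mM PEP, 0.1 mM ADP; 50 mM imidazole pH 7.2, 7 mM MgCl2, 50 mM KCl; 1 h RT. Kinase-Glo luminescence readout, normalized to no-enzyme (full inhibition) and uninhibited wells.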
TbPYK inhibitor = qHTS of Trypanosoma Brucei Inhibitors. TbPYK enzyme, Kinase-Glo Plus ATP luminescence, 45 min. Potency, µM (titrated, usually from 76.8 µM), for inactives: at the highest dose activity, negative = inhibition, hits mostly inhibitors. hit rate 0.12% among 410,000; note: potency is the fitted concentration of half-maximal effect; % is set by controls: 0 for no effect and ±100 for the full control effect; nearly all actives have a fitted effect of over 50% in size
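Luminescence from Kinase-Glo Plus, added after a 45-minute room-temperature reaction, served as the end-point read-out. The enzyme and substrate were preincubated with compound before ADP (130 uM final) initiated turnover. Concentration-effect curves came from normalized qHTS data.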
The depositor's hits bear a star; u = inconclusive; x = no result given; [ ] = remark or other dose. Unless noted, calls come from the whole dose curve; as a rule, active = well fitted curve in the direction sought with a large enough effect; inconclusive = small, poorly fitted or top-dose-only effect, or another doubt; inactive = no such curve, though single readings can be large; an effect the other way counts as inactive or inconclusive.

Each structure is followed by: CHX counter, Pf growth 48h, AMA1-RON2 inh, LmPK inh, TbPYK inhibitor, Shiga toxin inh, Pf growth 96h
- CCOC(=O)N1CCN(C(=S)Nc2ccc(C)cc2)CC1
    -1.1, 1.1%, 5.0%, -1.5%, -8.1%, 27.5, -7.6%
- CN(C)S(=O)(=O)c1cccc(C(=O)Nc2cc3c(cc2C(=O)O)OCCCO3)c1
    -2.0, 19.1%, 0.5%, -1.3%, -10.8%, 3.8, 28.3%
- CCCc1nc2nc(C)c(NS(=O)(=O)c3ccc([N+](=O)[O-])cc3)c(=O)n2[nH]1
    -2.7, 29.4%, 0.0%, 3.8%, -4.6%, -8.3, 2.5%
- COc1ccc(C2(C)NC(=O)N(CC(=O)Nc3ccc(C)cc3Br)C2=O)cc1OC (centres undefined)
    -2.9, u, -3.1%, 5.3%, -1.0%, -10.2, 3.7µM*
- Cn1c(=O)[nH]c(=O)c2c1nc(CN1CCN(c3ccccc3F)CC1)n2CC(N)=O
    -1.0, -1.3%, 3.0%, 3.8%, 2.1%, -3.7, 20.8%
- O=C(CCN1CCN(c2ccccc2)CC1)Nc1ccccc1
    -2.8, u, 0.0%, -8.1%, 2.6%, -4.8, -29.3%
- CCNC(=S)SCCOc1ccccc1C
    -0.9, 18.4%, 50.7%[activator], -3.1%, -7.6%, -1.2, -5.7%
- Cc1[nH]c2ccccc2c1CCNCc1cccnc1
    1.8, 15.3%, -17.7%, 0.9%, -11.3%, -3.3, 2.1%
- Cc1cc(NC(=O)C(=O)NCCN2CCN(C(=O)c3cccs3)CC2)ccc1Br
    2.0, u, 18.0%, 2.6%, 2.7%, 9.4, -7.0%
- O=C(c1cc2ccccn2n1)N1CCC2(CC1)OCCO2
    6.4, 23.1%, 10.0%, -2.2%, 1.9%, -6.0, u
- CCC(C(=O)NC1CCCC1)N(Cc1ccco1)C(=O)Cn1nnc(-c2ccc(C)cc2)n1 (centres undefined)
    2.8, u, -6.8%, 4.5%, 1.6%, 8.1, 9.28µM*
- CCOC(=O)/C=C/C(=O)OCC(=O)Nc1cccc(Cl)c1Cl
    9.2, 104.5%[activator], 0.5%, 1.5%, -0.2%, 1.7, 56.9%[activator]
- C(=N\Nc1ccc2ccccc2n1)/c1ccc2c(c1)OCCO2
    -2.3, 4.0%, 56.9%[activator], u, -14.4%, -3.9, 178.1%[activator]
- O=S(=O)(Nc1ccccn1)c1ccc(Br)cc1
    -0.6, 4.3%, 9.9%, 0.0%, 2.1%, -8.4, 50.8%[activator]
- O=C(Cn1cccc1C(=O)c1ccccc1)NCc1ccco1
    -1.7, 7.7%, -3.2%, 1.6%, -5.5%, -13.7, u
- COCCOC(=O)C(C#N)c1nc2ccccc2nc1N1CCCC1 (centres undefined)
    -2.7, u, -4.4%, 5.5%, 1.1%, -9.3, -8.9%
- Cc1ccc(C(=O)O)cc1NS(=O)(=O)c1ccc2c(c1)oc(=O)n2C
    10.8, 19.5%, 0.5%, 2.4%, -7.8%, 28.4, 33.5%[activator]
- COc1cccc(NC(=O)COc2cc(C)cc3oc(=O)cc(C)c23)c1
    -6.8, u, -3.8%, -1.3%, -1.4%, -4.6, u
- Cc1ccc(SC(CC(=O)c2ccc(F)cc2)C(=O)O)cc1 (centres undefined)
    2.9, x, 3.1%, 0.3%, 0.6%, 18.5, u
- CS(=O)(=O)N(CC(N)=O)c1ccc2c(c1)OCO2
    0.6, 5.1%, -2.2%, -4.3%, 2.4%, 22.0, u
- O=C(Cc1ccccc1)N/N=C/c1ccc[nH]1
    -1.1, -15.0%, 4.5%, 4.8%, 4.5%, 28.2, -3.6%
- CCOc1ccccc1NC(=O)C(=O)N/N=C/c1cc(Br)ccc1O
    -6.0, 2.33µM*, 6.9%, 8.7%, -6.1%, 8.5, -25.6%
- COc1cc(/C=C2/CC/C(=C/c3ccc(O)c(OC)c3)C2=O)ccc1O
    11.2, 3.29µM*, -20.4%, -0.2%, -5.5%, 52.0, u
- CCOc1cccc(-c2cc(C(=O)NN)[nH]n2)c1
    9.5, 18.8%, 95.6%[activator], 0.3%, -0.7%, 18.5, u
- Cc1cc(C(=O)NC2CCCCC2)c2cc(F)ccc2n1
    -2.6, 6.2%, 2.8%, 6.2%, 0.5%, -9.9, 28.6%
- O=C(O)COc1ccccc1C(Nc1cccnc1)c1cc(Cl)c2cccnc2c1O (centres undefined)
    -3.2, 13.8%, -86.5%, -2.1%, 29.9%, 17.6, 1.2%
- Cc1ccccc1Cn1cc(NC(=O)c2cc(-c3cccs3)on2)cn1
    -3.3, -3.0%, -3.9%, 10.1%, 12.2%, -11.8, x
- COc1ccc(C(=O)N2CCCC(Nc3ccc(C)c(C)c3)C2)c(OC)n1 (centres undefined)
    9.6, 6.8%, -0.6%, 1.2%, 8.4%, -5.0, -17.7%
- Cc1nc(NC(=O)c2cncc(Br)c2)ccc1Br
    10.2, 4.8%, -11.4%, 2.6%, -1.3%, x, u
- O=Cc1ccc(Oc2cccc(C(F)(F)F)c2)nc1
    15.0, u, 3.5%, 4.6%, -1.6%, 12.2, 12.8%
- CN(C)C(CNC(=O)C1CCN(S(=O)(=O)c2ccccc2C(F)(F)F)CC1)Cc1ccccc1 (centres undefined)
    x, u, 5.0%, x, 0.4%, x, 9.28µM*
- CC(Oc1ccc(C(C)(C)C)cc1)C(=O)NCC(c1ccco1)N1CCCC1 (centres undefined)
    x, u, -1.7%, x, 0.9%, x, u
- COc1ccc(OC)c(NC(=O)CCCNC(=O)Cn2cnc3sc(C)c(C)c3c2=O)c1
    -1.8, 5.1%, -6.6%, 0.0%, -8.1%, -5.5, u
- CN1CCN(C(=O)c2ccc(Cl)c(S(=O)(=O)N3CCCCCC3)c2)CC1
    -3.3, 0.0%, -5.6%, 3.7%, 2.1%, -36.7, -20.0%
- CCCc1oc2c(c(=O)c1CC)C(=O)CC(C)(C)C2
    -1.4, -0.8%, -2.6%, 2.2%, 13.4%, -7.9, x
- Cc1c(NC(=O)c2cccc(NC(=O)Cc3c(F)cccc3Cl)c2)c(=O)n(-c2ccccc2)n1C
    x, -19.7%, -1.3%, x, 0.8%, x, -16.2%
- FC(F)(F)C1CC(c2cccs2)Nc2ncnn21 (centres undefined)
    -3.0, 0.6%, 0.0%, -1.2%, -0.2%, 22.7, -16.4%
- COC(=O)c1cnc(SC)nc1C
    -0.8, 19.6%, 2.82µM*, -0.7%, -3.5%, -0.2, 12.3%
- O=C1NC(=Nc2ccc(Cl)cc2)SC1Cc1cc(Cl)ccc1Cl (centres undefined)
    0.3, -11.9%, -2.2%, 4.2%, -3.7%, 23.3, u
- O=C(CCN1C(=O)/C(=C/c2ccccc2Cl)SC1=S)Nc1ccccc1C(=O)O
    14.5, 2.1%, -4.3%, 0.1%, -12.7%, 21.0, 25.6%
- CCC(C)NC(=O)CN(C)S(=O)(=O)c1ccc2c(c1)c(=O)n(C)c(=O)n2C (centres undefined)
    -4.0, x, 8.2%, -2.5%, 1.1%, -7.2, u
- CCOc1cc(C2C3=C(CC(C)(C)CC3=O)N(CCOC)C3=C2C(=O)CC(C)(C)C3)ccc1OC
    -1.9, -15.5%, -4.7%, -7.0%, -7.4%, -10.7, 3.7%
- CCOC(=O)C(=O)Nc1cc([N+](=O)[O-])ccc1C
    -0.9, 29.6%, -7.7%, -2.6%, -7.4%, -5.0, 20.6%
- O=C(COc1ccc2c(-c3ccccc3)cc(=O)oc2c1)NCCN1CCOCC1
    -3.1, 18.2%, -0.2%, -4.7%, 3.2%, -6.6, -9.2%
- COc1cc(NC(=O)CCCNC(=O)Cn2cnc3sc(C)c(C)c3c2=O)cc(OC)c1OC
    -3.9, -3.5%, 1.9%, -8.4%, -4.0%, -2.1, 0.0%
- COc1cccc(CC(NC(C)=O)C(=O)NC2CCN(S(=O)(=O)c3ccc(F)cc3)CC2)c1OC (centres undefined)
    -3.4, -1.9%, 4.0%, 4.6%, 2.8%, 15.4, 2.7%
- O=C(COc1c(CO)cc(Br)cc1CO)NC1CCCc2ccccc21 (centres undefined)
    -3.5, -20.1%, 16.9%, -0.3%, 0.0%, -11.4, 1.0%
- Cc1c(NS(=O)(=O)c2ccc(NC(=O)CCC(=O)O)cc2)c(=O)n(-c2ccccc2)n1C
    -3.0, x, 2.3%, 1.9%, 1.9%, -2.5, 0.7%
- CCCCC(O)(CCCC)C(=O)NN(C(=O)c1cccnc1Cl)c1ccccc1
    -1.8, u, -2.1%, -1.2%, u, 6.1, -18.6%
- Cc1cccc2c1cnn2C(=O)Nc1ccccc1Cl
    35.0*, 238.0%[activator], -1.1%, 2.9%, -14.3%, 63.5*, -7.4%
- Cc1ccc(C)c2c1[nH]c1ccccc12
    -2.0, x, -8.8%, -4.3%, 0.6%, 14.9, 64.7%[activator]
- Cc1cccc(N2CCN(C(=O)CSc3nc4ccccc4nc3N3CC(C)OC(C)C3)CC2)c1C (centres undefined)
    -0.7, u, -2.5%, 4.1%, -0.3%, -9.4, u
- COc1cccc(C2c3c(C)nn(-c4ccc([N+](=O)[O-])cc4)c3N=C3C(=O)Nc4ccccc4N32)c1 (centres undefined)
    1.1, u, -6.4%, 1.7%, 7.3%, -8.7, u
- COc1ccccc1NC(=O)CCS(=O)(=O)c1ccc2c(c1)oc(=O)n2C
    7.7, -3.9%, -4.3%, -0.7%, -8.3%, -4.2, u
- Cc1oc2cc(Br)c(O)c(Br)c2c1C(=O)c1ccccc1
    13.7, 0.0%, -1.0%, -4.7%, -4.7%, 39.9, 14.3%
- O=C(Cc1nc2ccccc2[nH]c1=O)c1ccccc1
    51.1*, 262.1%[activator], 1.3%, -16.9%, -2.1%, 68.9*, 320.0%[activator]
- O=C(Nc1c(-c2cccs2)nc2ccccn12)c1ccccc1F
    -1.9, -5.5%, 3.7%, 5.3%, -0.2%, -3.7, -25.0%
- O=C(CN(Cc1ccco1)C(=O)CNS(=O)(=O)c1ccccc1)NC1CCCCC1
    -6.4, 11.9%, 2.2%, 3.0%, 0.3%, -17.7, u
- CCOC(=O)c1c(NC(=O)c2cccnc2Cl)sc(C(=O)N(C)C)c1C
    -2.4, -13.0%, 13.7%, 4.0%, -8.8%, -6.0, -10.1%
- Cc1ccc(-n2nnc3c(=O)n(CC(=O)N4CCCC4)cnc32)cc1
    -2.9, 19.3%, 4.6%, -5.8%, 1.5%, -4.6, 49.9%[activator]
- CCOc1cc(CNC(=O)CN2C(=O)c3ccccc3S2(=O)=O)ccc1OC
    11.8, 0.9%, 8.2%, -11.6%, -2.5%, 18.1, 2.0%
- S=C(NCCN1CCOCC1)Nc1cccc(Cl)c1
    -1.7, -7.5%, 14.8%, 2.5%, 1.9%, -3.7, -26.7%
